Source: PubChem BioAssay (National Center for Advancing Translational Sciences (NCATS))
Nrf2 ARE act – activates Nrf2 signaling. AREc32 ARE-luciferase reporter (MCF7-derived line), luminescence, 24 h. actives 0.31% (n = 410,000). Potency, µM (titrated, usually from 46.1 µM), inactives show at the top dose activation, most hits filed as activators; also: potency is read from the fitted curve at half-maximal effect; % of control where 0% means no effect; nearly all actives have a fitted effect of over 65% in size
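Luciferase luminescence (Steady-Glo, 30 min at room temperature) served as the read-out of ARE activation in AREc32 cells treated with compounds for 24 hr at 37 deg C.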
EPAC2 antagonist – EPAC2 (human) antagonism; Q8WZA2; EPAC2 GEF exchange of Rap1B-BODIPY-GDP, fluorescence; Potency, µM (doses to about 114 µM), for inactives: top-dose activity, negative = inhibition, usual class: inhibitors; actives 0.18% (n = 360,000); also: potency is read from the fitted curve at half-maximal effect; % is scaled to controls: 0 for no effect and ±100 for the full control effect; nearly all actives have a fitted effect of over 45% in size; many of its hits are not listed in these tables
Target sequence (Q8WZA2 whole entry, looked up): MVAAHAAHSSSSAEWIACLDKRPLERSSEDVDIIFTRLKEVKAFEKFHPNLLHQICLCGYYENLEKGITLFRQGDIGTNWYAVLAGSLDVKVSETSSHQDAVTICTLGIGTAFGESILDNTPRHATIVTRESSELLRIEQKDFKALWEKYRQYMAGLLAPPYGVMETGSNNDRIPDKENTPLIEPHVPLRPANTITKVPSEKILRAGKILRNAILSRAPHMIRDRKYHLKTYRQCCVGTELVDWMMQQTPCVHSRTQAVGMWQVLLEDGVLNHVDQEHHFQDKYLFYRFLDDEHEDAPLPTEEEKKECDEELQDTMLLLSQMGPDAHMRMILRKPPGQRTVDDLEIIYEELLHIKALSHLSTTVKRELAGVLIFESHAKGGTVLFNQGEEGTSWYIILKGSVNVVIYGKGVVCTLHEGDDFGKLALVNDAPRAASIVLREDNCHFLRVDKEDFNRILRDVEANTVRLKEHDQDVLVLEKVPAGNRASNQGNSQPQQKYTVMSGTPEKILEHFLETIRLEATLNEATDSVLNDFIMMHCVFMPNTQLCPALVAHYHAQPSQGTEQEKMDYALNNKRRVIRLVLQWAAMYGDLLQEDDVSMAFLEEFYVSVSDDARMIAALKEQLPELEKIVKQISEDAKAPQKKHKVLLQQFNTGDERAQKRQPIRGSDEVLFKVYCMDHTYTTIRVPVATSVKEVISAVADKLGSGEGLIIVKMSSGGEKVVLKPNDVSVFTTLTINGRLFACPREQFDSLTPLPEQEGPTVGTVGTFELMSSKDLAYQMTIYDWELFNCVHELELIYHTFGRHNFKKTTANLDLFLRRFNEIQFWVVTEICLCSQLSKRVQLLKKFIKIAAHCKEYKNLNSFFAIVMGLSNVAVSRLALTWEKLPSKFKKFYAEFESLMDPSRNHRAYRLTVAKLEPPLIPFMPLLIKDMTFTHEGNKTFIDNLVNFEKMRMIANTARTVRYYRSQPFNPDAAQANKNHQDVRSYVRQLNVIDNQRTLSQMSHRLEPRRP
TGFb inhibitor – inhibitors of TGF-b signaling | HepG2 CAGA-GFP TGF-b/SMAD3 reporter, GFP fluorescence, 18 h; TGF-beta stimulated, 500 pg/mL final | Potency, µM (doses to about 46.1 µM), inactives show top-dose activity, negative = inhibition, most hits filed as inhibitors | actives 1.2% (n = 410,000) | AID 588855; also: potency is read from the fitted curve at half-maximal effect; % is scaled to controls: 0 for no effect and ±100 for the full control effect; nearly all actives have a fitted effect of over 65% in size
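HEPG2 CAGA-GFP cells (1000/well, DMEM with 1% FBS) were pre-incubated 2 h at 37 degrees C, given compound by pin tool, then stimulated with TGF-beta at 500 pg/mL final for 18 h before per-cell GFP fluorescence imaging.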
pAkt inh – blocks phosphorylation of Akt; Neuro2A IGF-stimulated pAkt S473 HTRF, 20 min; hits give low values; activity change, % for hits at 50 µM; actives 0.32% (n = 360,000); in the data active = activity change below about -80%; inconclusive = mostly about -51% to -80%; also: % is scaled to controls: 0 for no effect and ±100 for the full control effect
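Neuro2A cells (4,500/well, DMEM with 0.5% FBS) were treated with compound at a single 50 µM final concentration, stimulated with 6 nM IGF for 20 min at 37 °C, and lysed. Phospho-Akt Ser473 was read by HTRF as 665/615 ratio ×10^4.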
CCT modulator – changes cytosolic chaperonin activity; purified chaperonin ATPase assay, HTRF ADP detection, 30 min; activity change, % (no concentration beside the values), hits read low; actives 0.3% (n = 360,000); in the data active = activity change below about -30%; also: % is scaled to controls: 0 for no effect and ±100 for the full control effect
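We incubate TRiC, 40 or 20 nM final, with library compounds at 76 uM and 10 uM ATP for 30 min at 37 °C. ADP formed is detected with Transcreener HTRF reagents after 30 min at room temperature.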
Nrf2 inh – Nrf2 pathway inhibition. A549 ARE-Fluc reporter, luciferase luminescence, 18-24 h. Potency, µM (titrated, usually from 46 µM), for inactives: top-dose activity change, negative = inhibition, actives largely listed as inhibitors. actives 2.1% (n = 360,000). AID 504444; also: potency is read from the fitted curve at half-maximal effect; % is scaled to controls: 0 for no effect and ±100 for the full control effect; nearly all actives have a fitted effect of over 60% in size
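Nrf2 activity is the BugLite luminescence, read 15 min after reagent at room temperature, following CellTiter-Fluor cytotoxicity readout (30 min, 37C). Compound titrations were applied for 18-24 h to 5000 A549 ARE_Fluc cells/well in 5% FBS OPTI-MEM.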
EPAC2 ag – agonists of human EPAC2 (RAPGEF4) | Q8WZA2 | EPAC2 activation, biochemical qHTS; response scale: 100% = 6.5 mM cAMP response | Potency, µM (series often up to 154 µM), inactives show at the top dose activation, most hits filed as activators | actives 0.079% (n = 360,000) | AID 720711; also: potency is read from the fitted curve at half-maximal effect; nearly all actives have a fitted effect of over 50% in size
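EPAC2 (100 nM) mixed with Rap1B loaded with BODIPY-GDP (250 nM) plus 50 uM unlabeled GDP; compounds pinned in, 5 min RT, then read every 5 min for 30 min (ex 480, em 540 nm). Normalized to cAMP control.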
Mm-Cpn inhibitor – blocks the Methanococcus maripaludis chaperonin Mm-Cpn. purified Mm-Cpn ATPase, ADP Transcreener TR-FRET. Potency, µM (series often up to 76.9 µM), for inactives: at the top dose activity, negative = inhibition, hits mostly inhibitors. actives 0.031% (n = 330,000). AID 504842; also: potency is read from the fitted curve at half-maximal effect; % is scaled to controls: 0 for no effect and ±100 for the full control effect; nearly all actives have a fitted effect of over 80% in size
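25 nM Mm-CPN + cpd, 10 min 37°C; + 10 uM ATP, 30 min 37°C; buffer 30 mM Tris pH 7.4, 100 mM KCl, 5 mM MgCl2, 1 mM DTT; Transcreener ADP HTRF detection 30 min RT.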
A549 tox – kills or reduces viability of A549 cells in Nrf2 counter-screen; A549 ARE-Fluc cells, CellTiter-Fluor viability, 18-24 h; Potency, µM (top dose mostly 46 µM), inactives show top-dose activity change, negative = cytotoxicity, most hits filed as inhibitors; actives 0.16% (n = 390,000); AID 504648; also: potency is read from the fitted curve at half-maximal effect; % is scaled to controls: 0 for no effect and ±100 for the full control effect
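A549 ARE_Fluc cells in 5% FBS OPTI-MEM were exposed to compounds in concentration-response for 18-24 h at 37 deg C. Viability was read by CellTiter-Fluor fluorescence (Ex 405/Em 525) after 30 min, before the luciferase read.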
* = called active by the depositor; i = inactive; ? = inconclusive; . = no result given; & = joins results of further samples. Unless noted, calls follow the shape of the dose curve; as a rule, active = well fitted curve in the direction sought with a large enough effect; inconclusive = small, poorly fitted or top-dose-only effect, or another doubt; inactive = no such curve, though single readings can be large; an effect the other way counts as inactive or inconclusive.

SMILES | Nrf2 ARE act | EPAC2 antagonist | TGFb inhibitor | pAkt inh | CCT modulator | Nrf2 inh | EPAC2 ag | Mm-Cpn inhibitor | A549 tox
CCCCN(CCCC)CCCNC(=O)CC1Oc2ccc(C)cc2NC1=O (stereo not given) | -0.3% | 2% | -7% | i | -4.3 | -9% | -3% | -1% | -18%
CC(C)n1c2ccccc2c2cc([N+](=O)[O-])ccc21 | 0.8% | 9% | 5% | i | 0.2 | -8% | 10% | -10% | 0%
CCCC1NC(=O)c2cccnc2-n2c1nc1cc(F)c(F)cc1c2=O (stereo not given) | -0.4% | 1% | 1% | i | 0.5 | . | 2% | . | .
CN1C(=O)Cc2cc(S(=O)(=O)NCCc3ccccc3)ccc21 | 4.2%&4.9% | 7% | -21%&-14% | i | 0.0 | ? | 3% | 0% | 5%&7%
CCC(C)(C)NC(=O)C(c1cccc(OC)c1)N(C(=O)c1ccn[nH]1)c1cccc(OC)c1 (stereo not given) | -0.7% | -1% | -5% | i | 1.2 | 12% | 6% | 1% | 2%
CC(=O)NC(CCS(C)(=O)=O)C(=O)Nc1ccc2c(c1)OCO2 (stereo not given) | -1.0% | 20% | 4% | i | 0.8 | 18% | -3% | 0% | 4%
CCn1c(=NC(=O)C2COc3ccccc3O2)sc2c(C)ccc(OC)c21 (stereo not given) | -1.2% | -7% | ? | i | 1.7 | ? | 10% | -11% | 3%
CC(Sc1nc(-c2ccccc2)cc(C(F)(F)F)n1)C(=O)NCc1ccco1 (stereo not given) | 2.0% | -2% | -10% | i | -1.7 | ? | -3% | -2% | -12%
CCCCC(=O)Nc1sc2c(c1C#N)CC(C)(C)OC2 | 2.1% | 1% | -3% | i | 0.1 | ? | 1% | 0% | -1%
C=CCn1c(=N)n(CC(O)COc2ccccc2OC)c2ccccc21 (stereo not given) | -1.8% | -6% | 0% | i | 0.8 | 6% | 2% | -6% | -18%
COc1ccc(-n2cc(C(=O)NCc3ccccc3Cl)c3ccccc3c2=O)cc1 | 0.3% | . | -12% | . | . | 27% | . | . | 3%
COc1ccc(OCCN2CCC(C(=O)NC(c3ccc(F)cc3)c3ccc4ccccc4n3)CC2)cc1 (stereo not given) | -0.1% | -3% | 20µM* | i | -0.7 | . | 13% | . | .
COc1ccc(S(=O)(=O)NCc2ccccn2)cc1C | -0.4% | 12% | -9% | i | 1.1 | . | 9% | . | .
Cc1ccc(NC(=O)CSc2nc3ccccc3c(=O)n2CCCN2CCCCC2)cc1C | 5.7% | -1% | ? | i | 0.5 | -14% | 0% | -1% | ?
Cc1ccc(Cl)cc1N1CCN(CCCNc2ncnc3onc(-c4ccc(F)cc4)c23)CC1 | -1.0% | . | 4% | . | . | ? | . | . | ?
CCn1nc(C(=O)OC2CCOC2=O)c2ccccc2c1=O (stereo not given) | 0.0% | -8% | 1% | i | -2.1 | -7% | 0% | 0% | 1%
NC(=O)COC(=O)c1cc(-c2cccs2)nn1-c1ccccc1 | -0.4% | 2% | 2% | i | -1.8 | 3% | 1% | -4% | 1%
O=C(CN1CCOCC1)NCC12CC3CC(CC(C3)C1)C2 | 1.2% | -1% | 22% | i | -4.6 | 3% | 1% | 0% | 11%
COC(=O)CN1C(=O)N/C(=C/c2ccc(OC)cc2)C1=O | 0.0% | 16% | 6% | i | 1.7 | 2% | 1% | 1% | 3%
COC(=O)c1cc(-c2ccc(OC)cc2F)nc2nc(SC)[nH]c(=O)c12 | -0.1% | 0% | 2% | i | 0.7 | -17% | 13% | -2% | 3%
CC(C)(C)n1[nH]c2c3c(ccc2c1=O)C(=O)c1ccccc1C3=O | -0.6% | 6% | 10µM* | i | 0.0 | ? | -6% | -1% | -20%
CCCCNC(=O)CSc1nc2ccccc2c(=O)n1Cc1ccc2c(c1)OCO2 | 0.6% | -8% | -8% | . | 0.1 | ? | 6% | -3% | -4%
S=c1[nH]c2ccc(Cl)cc2s1 | 3.3% | 6% | 4% | i | -1.2 | -1% | 5% | -4% | 11%
O=C(Nc1cc(Cl)ccc1-n1cncn1)c1cc(F)c(F)c(F)c1F | ? | 8% | 15% | i | -2.1 | 3% | -8% | 1% | 0%
CC(C)(C)SCCNC(=O)/C=C/c1ccc(F)cc1 | 0.8% | 11% | -3% | i | -1.7 | 19% | -3% | 0% | 0%
CC1CN(C(=O)c2cn3ccccc3n2)CC(C)O1 (stereo not given) | 2.9% | -5% | 3% | i | -2.7 | 15% | 10% | 1% | -5%
COc1ccc(Cl)cc1C(=O)NN=C1CCCC1 | 5.0% | -2% | 25% | i | 0.0 | 5% | 7% | . | 2%
Cc1ccccc1NS(=O)(=O)c1cc(C(=O)Nc2cccc(N(C)S(C)(=O)=O)c2)ccc1C | 2.7% | 0% | ? | i | -0.9 | 18µM* | -4% | 1% | ?
CN(C)S(=O)(=O)c1cccc(C(=O)NCc2cccs2)c1 | 0.4% | 1% | 4% | i | -0.7 | . | 4% | -1% | 10%
CCOc1ccc2nc(NC(NC(C)=O)(C(=O)OC)C(F)(F)F)sc2c1 (stereo not given) | -0.1% | -3% | -9% | i | -5.7 | . | 12% | 0% | 2%
C/C(=N\NC(=O)c1c(Cl)c(C)nn1C)c1ccc(NC(=O)c2ccncc2)cc1 | -0.7% | 10% | -3% | i | -0.4 | -18% | 9% | 2% | 3%
CCCN(CCC)CCNC(=O)CCC(=O)Nc1ccc2nc(N3CCOCC3)cc(C)c2c1 | 2.4% | 1% | -8% | i | -7.6 | ? | 11% | -7% | 5%
CCOc1ccccc1C=Nc1ccccc1C(=O)Nc1ccccc1 | 7.2% | 1% | 6% | i | -0.9 | 0% | 4% | -3% | -2%
Cc1ccccc1NS(=O)(=O)c1csc(C(N)=O)c1 | -0.4% | 7% | -4% | i | 0.7 | 2% | 0% | 0% | 0%
O=C(Nc1ccc(F)cc1)c1cc2cc3ccc(Cl)cc3nc2o1 | 0.0% | . | ? | . | . | 4% | . | . | 9%
COC(=O)NCC12CC3CC(C1)CC(CNC(=O)OC)(C3)C2 | 1.1% | -3% | -2% | i | 1.3 | 8% | -7% | -1% | 5%
CNc1ncnc2c1ncn2[C@H]1CN(CCc2ccccc2)C[C@@H](CO)O1 | -1.2% | 12% | -6% | i | -1.6 | . | 2% | . | .
O=[N+]([O-])c1ccc(/C=N/n2c(CO)nc3ccccc32)s1 | 15% | 3% | ? | i | 1.5 | -14% | 0% | -1% | -1%
CC1CCN(S(=O)(=O)c2cccc(C(=O)O)c2)CC1 | -0.8% | 1% | -3% | i | -6.4 | . | 12% | -1% | -1%
O=C(Nc1ccc(OCC(=O)N2CCOCC2)cc1)c1ccccc1Cl | -0.3% | -1% | 24% | i | -0.8 | ? | 3% | -13% | 1%

In the list so far, two contain a furan ring, fused or not:
SMILES | Nrf2 ARE act | EPAC2 antagonist | TGFb inhibitor | pAkt inh | CCT modulator | Nrf2 inh | EPAC2 ag | Mm-Cpn inhibitor | A549 tox
CC(Sc1nc(-c2ccccc2)cc(C(F)(F)F)n1)C(=O)NCc1ccco1 (stereo not given) | 2.0% | -2% | -10% | i | -1.7 | ? | -3% | -2% | -12%
O=C(Nc1ccc(F)cc1)c1cc2cc3ccc(Cl)cc3nc2o1 | 0.0% | . | ? | . | . | 4% | . | . | 9%

Further structures follow:
SMILES | Nrf2 ARE act | EPAC2 antagonist | TGFb inhibitor | pAkt inh | CCT modulator | Nrf2 inh | EPAC2 ag | Mm-Cpn inhibitor | A549 tox
Cc1ccc(N(CC(N)=O)C2SC(=O)N(Cc3ccccc3)C2=O)cc1 (stereo not given) | 4.2% | -1% | 3% | i | 0.5 | 1% | -4% | 0% | -7%
CC(C(=O)OCC(=O)Nc1cccc(S(=O)(=O)N2CCOCC2)c1)N1C(=O)c2ccccc2C1=O (stereo not given) | 3.9% | -1% | -13% | i | 0.5 | 3% | 7% | 0% | 0%
O=C(c1ccc2c(c1)OCO2)N1CCN=C1SCc1cccnc1 | -0.4% | 8% | -3% | i | -2.5 | ? | 0% | 1% | 1%
O=C(Cn1cnc2c(cnn2-c2ccc(F)cc2)c1=O)N1CCN(c2ccccc2F)CC1 | 0.6% | -1% | -3% | i | 1.2 | -13% | -2% | -2% | -21%
CCOC(=O)c1ccc(N=C2SC(C(=O)NC)CC(=O)N2Cc2ccc(F)cc2)cc1 (stereo not given) | -0.6% | 13% | -26% | i | -0.8 | 0% | -2% | 1% | 0%
CC1CCCCN1S(=O)(=O)c1ccc(NC(=O)c2ccco2)cc1 (stereo not given) | 0.1% | -4% | -8% | i | -0.5 | 3% | -3% | 2% | 1%
CC1CN(C(=O)N2CCC(C(=O)NCc3ccco3)CC2)c2cc(Cl)ccc2O1 (stereo not given) | 5.1% | . | -30% | . | . | 13% | . | . | 1%
CC(=O)Nc1ccc(Nc2nc(-c3cc4ccccc4oc3=O)cs2)cc1 | 5.0% | -1% | 2% | i | -4.1 | 3% | 4% | 0% | -22%
CCOC(=O)N/N=C/c1cccc(Cl)c1Cl | 21% | 0% | -7% | i | 2.5 | ? | -10% | 2% | -3%
Cc1cc(N/N=C/c2ccc3c(c2)OCO3)nc2ccccc12 | 2.6% | -2% | -8% | i | -0.5 | -22% | 13% | -3% | -27%
CCOC(=O)c1sc2ncn(/N=C/N(C)C)c(=O)c2c1C | 0.3% | -2% | 0% | i | -2.2 | 10% | 13% | -1% | -1%
COc1ccc(N2C(=O)C3C4C=CC(CC4)C3C2=O)c([N+](=O)[O-])c1 (stereo not given) | 0.1% | 2% | -16% | i | 0.4 | 7% | 8% | 1% | 10%
C=C1C[C@@H]2C[C@@H]2CN(S(=O)(=O)c2ccc(C)cc2)[C@@H]1c1ccco1 | 17% | -19% | . | i | -2.7 | . | 13% | . | .

A portion of the library; the hit share may differ from the screen's.
